Bioassay records from PubChem.
Growth percent in the NCI-60 one-dose screen (48 h, 10 µM unless noted): 100 = growth as untreated, 0 = no growth, -100 = all killed.
EKVX: EKVX NSCLC; 71,000 compounds, 3% hits; AID 1794765
A549/ATCC: A549/ATCC NSCLC; 81,000 compounds, 3.7% hits; AID 1794740
HOP-92: HOP-92 NSCLC cells; 71,000 compounds, 6.3% hits; AID 1794738
HOP-62: HOP-62 NSCLC | 80,000 compounds, 3.9% hits | AID 1794735
RPMI-8226: RPMI-8226 leukemia cells; 77,000 compounds, 7.5% hits
CCRF-CEM: CCRF-CEM leukemia | 77,000 compounds, 7% hits
MDA-MB-435: MDA-MB-435 melanoma; 82,000 compounds, 7.8% hits
M14: M14 melanoma; 80,000 compounds, 6.2% hits
An asterisk follows results filed as active; · = no result given; & = joins results of further samples. Rule for the calls: active = growth percent below 10; inactive = the rest.

Short keys – A = EKVX; B = A549/ATCC; C = HOP-92; D = HOP-62; E = RPMI-8226; F = CCRF-CEM; G = MDA-MB-435; H = M14
Structure: c1cc2c(cc1-c1cnc3nonc3n1)OCCO2
  A = 95	B = 92	C = ·	D = 91	E = ·	F = 87	G = 110	H = 96

Structure: Cc1cc2c(c(C)c1Cl)C(=O)/C(=C/c1cccc(Cl)c1)O2
  A = 94	B = 102	C = 126	D = 103	E = 102	F = 91	G = 102	H = 88

Structure: CCCn1c(=O)c2[nH]c(-c3ccc(OCc4nc5cc(F)c(F)cc5[nH]4)cc3)nc2n(CCC)c1=O
  A = 47	B = 62	C = 26	D = 72	E = 39	F = 51	G = 84	H = 85

Structure: Cc1cc(N2CCN(CC(=O)Nc3ccc4c(ccn4Cc4ccccc4)c3)CC2)nc(N2CCCCCC2)n1
  A = 57	B = 46	C = 1.0*	D = 60	E = 42	F = 46	G = 61	H = -7.8*

Structure: Cc1ccc(-c2nc(C(Cl)Cl)nc3cc(-c4ccccc4)nn23)cc1
  A = -0.2*	B = -56*	C = -3.6*	D = -17*	E = 6.1*	F = 38	G = 16	H = -11*

Structure: Cn1cc(-c2csc(-c3cn(CCNC(=O)OC(C)(C)C)c4ccccc34)n2)c2cccnc21
  A = 68	B = 79	C = 57	D = 73	E = 42	F = 43	G = 75	H = 61

Structure: COc1cc(OC)c(OC)cc1/C=C/C(=O)c1cccc(B(O)O)c1
  A = 91	B = 84	C = 82	D = 110	E = 81	F = 64	G = 26	H = 92

Structure: Cc1nc2cccc(NCc3ccc(C(=O)NO)cc3)c2c(=O)n1-c1ccccc1
  A = 62	B = 34	C = 15	D = 44	E = 18	F = 13	G = 27	H = 33

Structure: CC1=C(C(=O)c2cnccn2)C(c2ccc(Cl)cc2)NC(=O)N1 (stereo not drawn)
  A = 93	B = 100	C = 94	D = 102	E = 123	F = 122	G = 109	H = 102

Structure: Nc1ncnn1Cc1ccccc1
  A = 115	B = 102&98	C = 89&85	D = 96&101	E = 89&97	F = 101&91	G = 109&112	H = 101&100

Structure: Cc1cc2c(cc1C)C(=O)OC2=O
  A = 110	B = 93	C = 83	D = 100	E = ·	F = 96	G = 106	H = 100

Structure: CON1CCC[C@]2(C)[C@H]3CC[C@@H]4[C@H]5[C@@H](O)C(C)(C)CC[C@]5(CO)CC[C@@]4(C)[C@]3(C)CC[C@H]2C1(C)C
  A = 98	B = 94	C = 116	D = 96	E = 89	F = 95	G = 95	H = 100

Structure: Cn1ccc2c1-c1c(cc(S(=O)(=O)c3ccccc3)c(=O)n1C)CCC2
  A = ·	B = 99	C = 102	D = 96	E = 99	F = 95	G = 100	H = 101

Structure: CCOC(=O)c1cnc2ccc(C)cn2c1=O
  A = 92	B = 93	C = 51	D = 93	E = 111	F = 102	G = 97	H = 103

Structure: C#CC[C@@H]1C[C@]2(C)[C@H]3CC[C@@H]4[C@H]5C(C(=C)C)CC[C@]5(C(=O)NCCN(CCN)CCN)CC[C@@]4(C)[C@]3(C)CC[C@H]2C(C)(C)[C@H]1OC(C)=O (stereo partly drawn)
  A = 31	B = 53	C = 66	D = 83	E = 58	F = 23	G = 85	H = 91

Structure: NC(=Nc1ccccc1)SCCCCCSC(N)=Nc1ccccc1
  A = 59	B = 85	C = 44	D = 81	E = 43	F = 60	G = 85	H = 86

Structure: CCCCCCC1OCCO1
  A = ·	B = 103	C = ·	D = 104	E = ·	F = 107	G = 109	H = 100

Structure: O=C(/C=C/c1ccccc1)C(Br)C(Br)c1ccccc1 (stereo not drawn)
  A = ·	B = 47	C = -19*	D = 12	E = -42*	F = -41*	G = -69*	H = 17

Structure: COc1ccc(-c2nc(SC(C)C)nc(Oc3ccccc3/C=C3/SC(=O)NC3=O)c2C#N)cc1
  A = 92	B = 97	C = 74	D = 98	E = 95	F = 95	G = 103	H = 95

Structure: CSC(=S)NN
  A = 120	B = 94	C = 98	D = 101	E = 130	F = 101	G = 117	H = ·

Structure: COc1cc(C2C3CC4CCCC[C@H]4N3[C@@]3(C(=O)Nc4cc(Cl)ccc43)C2C(=O)c2nc3ccccc3[nH]2)cc(OC)c1OC (stereo partly drawn)
  A = 49	B = 43	C = 64	D = 90	E = 24	F = 42	G = 53	H = 52

Structure: Cc1ccc2sc3c(c2c1)Oc1nc[nH]c(=O)c1C3c1ccc(Cl)cc1 (stereo not drawn)
  A = 77	B = 91	C = ·	D = 94	E = 73	F = 83	G = 94	H = 99

Structure: Cc1ccc([I+]c2ccc(C)cc2)cc1
  A = 49	B = 65	C = 43	D = 49	E = 34	F = 46	G = 72	H = 71

Structure: CCOC(=O)N1C(=O)NC(=O)C1c1ccc(Cl)cc1 (stereo not drawn)
  A = 91	B = 103	C = 90	D = 93	E = 96	F = 99	G = ·	H = 110

Structure: COc1cc(C2C(C#N)=C(N)N(c3ccc(F)cc3)C3=C2C(=O)CC(C)(C)C3)cc(OC)c1OC (stereo not drawn)
  A = 96	B = 94	C = 84	D = 92	E = ·	F = 99	G = 101	H = ·

In the list so far, these contain an NH in an aromatic ring.
Short keys – A = EKVX; B = A549/ATCC; C = HOP-92; D = HOP-62; E = RPMI-8226; F = CCRF-CEM; G = MDA-MB-435; H = M14
Structure: CCCn1c(=O)c2[nH]c(-c3ccc(OCc4nc5cc(F)c(F)cc5[nH]4)cc3)nc2n(CCC)c1=O
  A = 47	B = 62	C = 26	D = 72	E = 39	F = 51	G = 84	H = 85

Structure: COc1cc(C2C3CC4CCCC[C@H]4N3[C@@]3(C(=O)Nc4cc(Cl)ccc43)C2C(=O)c2nc3ccccc3[nH]2)cc(OC)c1OC (stereo partly drawn)
  A = 49	B = 43	C = 64	D = 90	E = 24	F = 42	G = 53	H = 52

Structure: Cc1ccc2sc3c(c2c1)Oc1nc[nH]c(=O)c1C3c1ccc(Cl)cc1 (stereo not drawn)
  A = 77	B = 91	C = ·	D = 94	E = 73	F = 83	G = 94	H = 99

Ordered by SMILES length (high to low): 3 of the compounds above.
Short keys – A = EKVX; B = A549/ATCC; C = HOP-92; D = HOP-62; E = RPMI-8226; F = CCRF-CEM; G = MDA-MB-435; H = M14
Structure: CCOC(=O)N1C(=O)NC(=O)C1c1ccc(Cl)cc1 (stereo not drawn)
  A = 91	B = 103	C = 90	D = 93	E = 96	F = 99	G = ·	H = 110

Structure: CCOC(=O)c1cnc2ccc(C)cn2c1=O
  A = 92	B = 93	C = 51	D = 93	E = 111	F = 102	G = 97	H = 103

Structure: Nc1ncnn1Cc1ccccc1
  A = 115	B = 102&98	C = 89&85	D = 96&101	E = 89&97	F = 101&91	G = 109&112	H = 101&100

Further entries:
Short keys – A = EKVX; B = A549/ATCC; C = HOP-92; D = HOP-62; E = RPMI-8226; F = CCRF-CEM; G = MDA-MB-435; H = M14
Structure: CCCOc1ccc(/C=N/NC(=O)c2ccncc2)cc1
  A = 109	B = 85	C = 81	D = 102	E = 96	F = 86	G = 107	H = 98

Structure: COc1ccc(-c2nn3c(-c4cc(F)c(Cl)cc4Cl)nnc3s2)cc1
  A = 75	B = 51	C = 38	D = 31	E = 30	F = 9.6*	G = 3.5*	H = 15

Structure: O=C(CSc1cc[n+](CCCO)c2ccccc12)n1ccc2ccccc21
  A = 92	B = 107	C = 98	D = 87	E = 93	F = 95	G = 108	H = 90

Structure: Cc1cc(C(=O)NC2CC(C)(C)NC(C)(C)C2)c(C)o1
  A = 100	B = 105	C = 108	D = 95	E = 100	F = 102	G = 103	H = 102

Structure: CC1SC(c2ccccc2)N(CCc2cccs2)C1=O (stereo not drawn)
  A = 42	B = 50	C = ·	D = 91	E = 33	F = 50	G = 71	H = 83

Structure: C/C(=C(/C)C1CC1CCNS(=O)(=O)c1ccc(C)cc1)c1ccc2c(c1)OCO2 (stereo not drawn)
  A = 85	B = 87	C = ·	D = 114	E = 95	F = 95	G = 107	H = 100

Structure: CC(=O)OCC1O[C@@H](Oc2ccc3c(c2)CC[C@@H]2[C@@H]3CC[C@]3(C)C(=O)CC[C@@H]23)C(OC(C)=O)[C@@H](OC(C)=O)[C@H]1OC(C)=O (stereo partly drawn)
  A = 100	B = 95	C = ·	D = 107	E = ·	F = 113	G = 99	H = ·

Structure: O=c1c2nc(-c3ccccc3)oc2nc2nc(-c3ccccc3)[nH]n12
  A = 100	B = 94	C = 90	D = 92	E = 100	F = 98	G = 104	H = 92

Structure: CCN(CC)C(=Nc1ccc(Cl)c(Cl)c1)SC(NC=O)=C(Cl)Cl
  A = ·	B = 91	C = ·	D = 98	E = 79	F = 97	G = 101	H = 106

Structure: CCCCCCCCCCCC1=NC(C)(C)CN1C(C)C
  A = 58	B = 61	C = ·	D = 55	E = ·	F = 29	G = 11	H = -27*

Structure: CC(C)CC(C#N)C(N)=O (stereo not drawn)
  A = ·	B = 105	C = 88	D = 94	E = 99	F = 97	G = 104	H = 96

Structure: Cc1cc(=O)oc2cc(OCCCCOc3ccc(/C=C/C(=O)Nc4ccccc4Cl)cc3)ccc12
  A = 102	B = 106	C = 107	D = 106	E = 115	F = 103	G = 106	H = 113

Structure: COc1ccc(C2=Cc3ccc(OC(C)=O)cc3OC2)cc1
  A = 66	B = 88	C = 92	D = 109	E = 83	F = 71	G = 92	H = 122

Structure: Cc1cc(-c2nnc(/C=C/c3ccc4c(c3)OCO4)o2)n[nH]1
  A = 91	B = 59	C = 81	D = 78	E = 67	F = 58	G = -25*	H = 46

Structure: COC(=O)C1(C(=O)Nc2ccc([N+](=O)[O-])cc2)CCCO1 (stereo not drawn)
  A = 103	B = 101	C = 101	D = 103	E = 106	F = 103	G = 110	H = 105

Structure: COc1cc(C2=[N+](C)CCc3cc4c(cc32)OCO4)cc(OC)c1OC
  A = 98	B = 96	C = 103	D = 108	E = 100	F = 99	G = 102	H = 96

Structure: COc1cc(C)c2ccccc2n1
  A = ·	B = 98	C = 100	D = 100	E = 103	F = 98	G = 101	H = 104

Structure: Cc1nn(-c2ccc(Cl)cc2)c2c1C(c1ccc([N+](=O)[O-])cc1)C(C#N)=C(N)O2 (stereo not drawn)
  A = 91	B = 100	C = 87	D = 97	E = 100	F = 95	G = 105	H = 96

Structure: COC(=O)C(=O)C1CCc2c(Cl)cc(OC)c(OC)c2C1=O (stereo not drawn)
  A = 93	B = 101	C = ·	D = ·	E = ·	F = 99	G = 105	H = 99

Structure: CCCCCCOC(=O)c1cc(-c2ccc(F)cc2)nc2ccccc12
  A = 97	B = 101	C = 66	D = 94	E = 110	F = 96	G = 100	H = 97

Structure: N#C/C(=C\c1ccc(N(c2ccccc2)c2ccccc2)cc1)C(N)=O
  A = 90	B = 36	C = 75	D = 49	E = 20	F = 60	G = 93	H = 91

Structure: COc1cc2nc(SCc3nnc(NC(=O)c4ccc(Br)cc4)s3)n(-c3ccc(Cl)cc3)c(=O)c2cc1OC
  A = 97	B = 92	C = 99	D = 99	E = 104	F = 91	G = 100	H = ·

Structure: O=C1C=C(NCCNCCO)C(=O)c2ccccc21
  A = 82	B = 67	C = 76	D = 49	E = 66	F = ·	G = 80	H = 59

Structure: COc1cc(OC)c(N=Cc2ccc3c(c2)OCO3)cc1Cl
  A = 95	B = 94	C = ·	D = 107	E = 99	F = 92	G = 101	H = 105

Structure: CCCCC(CC)COC(=O)c1nn(C(C)=O)c2cc(F)c(F)cc12 (stereo not drawn)
  A = 100	B = 96	C = 97	D = 105	E = 97	F = 98	G = 91	H = 93

The listing continues.
SMILES,EKVX,A549/ATCC,HOP-92,HOP-62,RPMI-8226,CCRF-CEM,MDA-MB-435,M14
O=C(Nc1ccccc1C1=NCC(CO)O1)c1ccccc1 (stereo not drawn),105,91,110,97,98,102,102,101
COc1cc2oc(-c3cccc(NC(=O)c4ccc5c(c4)OCO5)c3)cc(=O)c2c(OC)c1OC,83,51,-6.1*,54,-54*,-12*,53,49
Cc1sc2nc(NC(C)c3nnnn3-c3ccc(Br)cc3)[nH]c(=O)c2c1C (stereo not drawn),92,85,86,91,80,84,101,103
CCOC(=O)c1nc2cc(C#N)ccn2c1C(=O)c1ccc(OC)cc1,82,89,98,99,102,96,86,104
O=S(=O)(/N=c1/n(-c2ccccc2)nc2n1CCN2C1=NCCN1)c1ccc(-c2ccccc2)cc1,96,90,82,99,97,95,94,106
CCOc1ccc(/C=N/NC(=O)Cn2nc(Cc3ccccc3)c3onc(C)c3c2=O)cc1,24,12,-46*,-39*,76,87,55,58
C=C1C(=O)O[C@H]2[C@H]1CC/C(COC(=O)N[C@H]1C[C@H](O[C@H]3C[C@](O)(C(=O)CO)Cc4c(O)c5c(c(O)c43)C(=O)c3c(OC)cccc3C5=O)O[C@@H](C)[C@H]1O)=C\CC[C@@]1(C)O[C@@H]21,103,77,-5.4*,79,-24*,-18*,66,83
Cc1ccccc1C1N=C2Oc3ccccc3C=C2C(=O)N1 (stereo not drawn),·,34,·,33,95,38,-58*,-25*
COc1cc(/C=C/C(=O)c2ccc(NC(=O)CSc3nnc(-c4ccc(-c5nc6ccc(Cl)cc6[nH]5)cc4)o3)cc2)cc(OC)c1OC,103,99,115,90,108,86,24,·
CC(=O)c1nc2ccccc2n1CCN=C(N)N,101,107,·,97,109,99,121,107

Whole records, looked up by structure.
Shown for C=C1C(=O)O[C@H]2[C@H]1CC/C(COC(=O)N[C@H]1C[C@H](O[C@H]3C[C@](O)(C(=O)CO)Cc4c(O)c5c(c(O)c43)C(=O)c3c(OC)cccc3C5=O)O[C@@H](C)[C@H]1O)=C\CC[C@@]1(C)O[C@@H]21 → EKVX = 103; A549/ATCC = 77; HOP-92 = -5.4*; HOP-62 = 79; RPMI-8226 = -24*; CCRF-CEM = -18*; MDA-MB-435 = 66; M14 = 83
Shown for Cc1sc2nc(NC(C)c3nnnn3-c3ccc(Br)cc3)[nH]c(=O)c2c1C (stereo not drawn) → EKVX = 92; A549/ATCC = 85; HOP-92 = 86; HOP-62 = 91; RPMI-8226 = 80; CCRF-CEM = 84; MDA-MB-435 = 101; M14 = 103
